CHRM1 antagonist: human CHRM1 antagonism; P11229; CHO-K1 hM1, Fluo-8 calcium fluorescence, ACh EC80 antagonist; inhibition, % at 3 µM; actives 1.3% (n = 360,000); AID 588852;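 active = percent inhibition above its own plate's cutoff, namely the mean of that plate's compound wells plus 3 SD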;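 also: peak over basal fluorescence ratio during 140 s after agonist addition; 0% = ACh EC80 plus DMSO and 100% = DMSO alone without agonist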
Target sequence (P11229 whole entry, looked up): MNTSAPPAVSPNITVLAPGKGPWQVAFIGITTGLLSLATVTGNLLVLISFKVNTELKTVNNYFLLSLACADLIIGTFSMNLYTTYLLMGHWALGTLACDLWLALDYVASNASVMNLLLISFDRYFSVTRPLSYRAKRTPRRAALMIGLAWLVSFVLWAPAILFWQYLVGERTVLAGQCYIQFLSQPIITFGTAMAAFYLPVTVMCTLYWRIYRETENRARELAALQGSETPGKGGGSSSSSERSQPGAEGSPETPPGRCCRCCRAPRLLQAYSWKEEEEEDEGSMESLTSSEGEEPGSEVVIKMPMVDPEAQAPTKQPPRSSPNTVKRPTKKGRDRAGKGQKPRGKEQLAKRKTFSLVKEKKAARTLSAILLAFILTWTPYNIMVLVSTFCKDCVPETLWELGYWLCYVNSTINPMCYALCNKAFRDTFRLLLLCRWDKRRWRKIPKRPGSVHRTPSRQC
M1 ag: human M1 muscarinic receptor agonism. CHO-K1 hM1, Fluo-8 calcium fluorescence, agonist mode; 0% DMSO, 100% acetylcholine EC100. activation, % at 3 µM. P11229. actives 0.33% (n = 360,000);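 active = activation above the run's mean compound activation plus 3 SD, cut at about 16% in these data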;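 also: peak over basal fluorescence ratio within a 140 s kinetic read after compound addition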
CHO parental Ca: counter-screen for OX1R antagonists: effect in parental CHO cells | actives 0.63% (n = 330,000) | inhibition, % at 5.6 µM | parental CHO-K1, ATP-induced calcium, Fluo-8 fluorescence;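 active = inhibition above that plate's mean sample inhibition plus 3 SD, cut at about 26% in these data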;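 also: 0% = ATP-challenged DMSO wells and 100% = DMSO wells without ATP; some compounds past the cut are filed as inactive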
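Test system: untransfected parental CHO cell line; also added: ATP stimulus; dosing: 5.6 µM, single dose; signal: calcium-sensitive Fluo-8 fluorescence; measure: percent inhibition of ATP-evoked calcium rise, normalized to controls; benchmarks: low control ATP plus DMSO, high control DMSO only; replication: one well per compound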
CHO-K1 Ca antag: nonselective inhibitor or artifact in parental CHO-K1 cells | ATP-induced calcium, Fluo-8 fluorescence | inhibition, % at 3 µM | actives 0.6% (n = 360,000) | AID 602250;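 active = inhibition above a per-plate cutoff, the plate's mean sample inhibition plus 3 SD, cut at about 24% in these data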;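 also: 0% = DMSO plus EC80 ATP and 100% = DMSO alone without ATP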
CHRM4 antagonist: antagonists of human muscarinic M4 receptor (CHRM4). P08173. CHO-hM4 cells, ACh EC80, Fluo-8 calcium fluorescence. inhibition, % at 3 µM. actives 0.73% (n = 360,000);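 active = inhibition above its plate's cutoff, the mean inhibition of sample wells plus 3 SD, cut at about 27% in these data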;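 also: 0% = acetylcholine EC80 with DMSO and 100% = DMSO without agonist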
CHO-K1 Ca ag: counter-screen for M1 agonists: effect in parental CHO-K1 cells; Fluo-8 calcium fluorescence; scaled to maximal ATP response, vehicle zero; activation, % at 3 µM; actives 0.48% (n = 360,000); in the data active = activation above about 15%;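 also: untransfected CHO-K1 host cells lacking M1 receptor as counterscreen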
OXTR potentiate: potentiates the human oxytocin receptor response | CHO-OTR cells, Fluo-8 calcium fluorescence, potentiator mode; 0% = oxytocin EC15, 100% = EC100 | AID 2445 | actives 0.061% (n = 320,000) | P30559 | activation, % at 3 µM;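 active = activation above that plate's cutoff, the mean activation of tested compounds plus 3 SD, cut at about 6.6% in these data, passing the limit was not always enough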;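 also: 100% uses oxytocin at 75 nM as the full agonist control; some results filed as inactive read as strong as hits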
Target sequence (P30559 whole entry, looked up): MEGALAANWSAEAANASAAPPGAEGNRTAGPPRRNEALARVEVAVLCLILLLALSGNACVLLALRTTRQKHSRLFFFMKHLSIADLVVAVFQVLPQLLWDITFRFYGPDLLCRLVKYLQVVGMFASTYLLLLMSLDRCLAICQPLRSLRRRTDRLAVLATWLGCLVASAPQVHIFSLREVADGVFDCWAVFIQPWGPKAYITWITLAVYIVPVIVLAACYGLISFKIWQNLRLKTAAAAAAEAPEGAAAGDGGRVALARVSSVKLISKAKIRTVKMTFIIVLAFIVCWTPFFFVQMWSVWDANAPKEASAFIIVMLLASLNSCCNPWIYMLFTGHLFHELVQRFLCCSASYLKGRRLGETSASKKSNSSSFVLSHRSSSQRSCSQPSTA
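Material: CHO-OTR cells, human receptor; compound dosing: single dose, 3.0 µM nominal final compound concentration; schedule: 6 min compound pre-incubation at room temperature, 100 s kinetic read; measured by: kinetic Fluo-8 calcium fluorescence; read-out basis: % activation vs EC15 and EC100 oxytocin; controls: EC15 oxytocin alone as 0%, 75 nM oxytocin as 100%; replicates: singlicate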
CHRM1 PAM: human CHRM1 positive allosteric modulation; CHO-K1 hM1, Fluo-8 calcium fluorescence, ACh EC20; 0% = ACh EC20, 100% = maximal ACh; P11229; actives 0.088% (n = 360,000); activation, % at 3 µM; in the data active = activation above about 19%, passing the limit was not always enough
M4 ag: agonists of human muscarinic M4 receptor (CHRM4). AID 624127. P08173. CHO-K1 hM4/Gqi5, Fluo-8 calcium fluorescence; vehicle 0%, full acetylcholine response 100%. actives 0.14% (n = 360,000). activation, % at 3 µM;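 active = activation above the run mean over all test wells plus 3 SD, cut at about 32% in these data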;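 also: peak over basal fluorescence ratio per well then scaled between controls; 0% = DMSO wells and 100% = acetylcholine at EC100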
The depositor's hits bear a star; . = not tested or not shown. This is a random part of the collection (roughly 2.9% active in at least one column).

SMILES | CHRM1 antagonist | M1 ag | CHO parental Ca | CHO-K1 Ca antag | CHRM4 antagonist | CHO-K1 Ca ag | OXTR potentiate | CHRM1 PAM | M4 ag
O=C(CN1CCN(c2ccccn2)CC1)Nc1ccc(Oc2ccccc2)cc1 | -3 | -5 | -20 | -7 | -2 | 0.9 | -10 | -7 | 2
O=C(O)CSc1nc(-c2ccccc2)cc(=O)[nH]1 | -2 | -4 | -4 | -6 | 7 | 0.3 | 9 | 4 | 1
O=C(N[C@@H](Cc1ccc(O)cc1)C(=O)O)C(c1ccccc1)c1ccccc1 | 25 | -2 | -1 | 4 | 0 | 0.5 | 2 | -9 | 2
Cc1n[nH]c(=S)n1/N=C/c1ccccc1OCc1ccc(Cl)cc1Cl | -4 | -6 | -3 | -7 | 6 | 0.2 | 2 | 3 | 0
COc1cc(OC)c(C2C(C(=O)Nc3ccccc3)=C(C)Nc3ncnn32)cc1OC (stereo not drawn) | -13 | 1 | -12 | 6 | -3 | 0.3 | 3 | 12 | 0
Cc1ccc(S(=O)(=O)N2CCCCC2)cc1C(=O)Nc1ccc(N2CCOCC2)cc1 | 20 | -1 | -7 | 23 | 10 | 1.9 | -14 | -10 | 3
CCOC(=O)C1CN(S(=O)(=O)c2ccc(C)cc2)c2ccccc2O1 (stereo not drawn) | 19 | -9 | -4 | 8 | 11 | 0.2 | -9 | -20 | -1
O=C(CN(c1ccc(Br)cc1)S(=O)(=O)c1ccc(Cl)c([N+](=O)[O-])c1)NCC1CCCO1 (stereo not drawn) | 0 | -8 | . | -12 | 5 | 0.5 | . | 0 | 0
Oc1ccc(-c2ccccc2)cc1CN1CCCCCC1 | -7 | -7 | -10 | -12 | 6 | 3.3 | -17 | -3 | 1
CC(=O)Nc1nc(SCC(=O)NCC2CCCO2)[nH]c(=O)c1NC(=O)c1cccs1 (stereo not drawn) | -5 | -2 | -1 | 4 | -10 | 0.1 | -6 | 12 | 1
CCn1cc(C(=O)Nc2ccc(OC)c(OC)c2)c2cc(OC)c(OC)cc2c1=O | -10 | -2 | -5 | -21 | -6 | 0.4 | -10 | 6 | 1
Cc1ccc(NS(=O)(=O)c2ccc(NC(=O)C3CCCO3)cc2)cc1 (stereo not drawn) | 5 | 2 | 2 | -4 | 5 | 4.1 | -20 | -1 | 8
Cc1nc2ccccc2c2nc3ccccc3n12 | -2 | -3 | -14 | -1 | 6 | 14 | -8 | 1 | 2
Cc1cccc(Nc2ncnc3onc(-c4cccc(Cl)c4)c23)c1 | 1 | -7 | -14 | -18 | 7 | 0.4 | -7 | -1 | 0
CN(CC(=O)Nc1cccc(F)c1)C(=O)c1ccc(N2C(=O)c3ccccc3C2=O)cc1 | -1 | 1 | -13 | -8 | -2 | 0.1 | -6 | 5 | 2

Arranged by count of non-hydrogen atoms (ascending): three of the compounds above
SMILES | CHRM1 antagonist | M1 ag | CHO parental Ca | CHO-K1 Ca antag | CHRM4 antagonist | CHO-K1 Ca ag | OXTR potentiate | CHRM1 PAM | M4 ag
Cc1n[nH]c(=S)n1/N=C/c1ccccc1OCc1ccc(Cl)cc1Cl | -4 | -6 | -3 | -7 | 6 | 0.2 | 2 | 3 | 0
CCn1cc(C(=O)Nc2ccc(OC)c(OC)c2)c2cc(OC)c(OC)cc2c1=O | -10 | -2 | -5 | -21 | -6 | 0.4 | -10 | 6 | 1
COc1cc(OC)c(C2C(C(=O)Nc3ccccc3)=C(C)Nc3ncnn32)cc1OC (stereo not drawn) | -13 | 1 | -12 | 6 | -3 | 0.3 | 3 | 12 | 0

Continued:
SMILES | CHRM1 antagonist | M1 ag | CHO parental Ca | CHO-K1 Ca antag | CHRM4 antagonist | CHO-K1 Ca ag | OXTR potentiate | CHRM1 PAM | M4 ag
COc1ccc(CC2(CO)CCN(Cc3cnn(-c4ccccc4)c3)CC2)cc1 | -3 | -13 | -17 | -7 | 1 | 3.4 | -2 | 4 | 5
C/C(=N\NC(=O)c1cnccn1)c1ccc([N+](=O)[O-])cc1 | 1 | -5 | -5 | 2 | 5 | 0.1 | -10 | -2 | 0
O=C(Nc1ccccc1F)NC1CCCc2ccccc21 (stereo not drawn) | -7 | -5 | -4 | -12 | 4 | 0.8 | 3 | 1 | -1
COc1ccc(-n2c(-c3ccc(Br)cc3)nc(=S)c3c2CCCC3)cc1 | -2 | -12 | -7 | 0 | -8 | 0.5 | -5 | 5 | 0
COc1cccc(C(O)c2nc(-c3ccccc3)cs2)c1 (stereo not drawn) | 1 | -2 | . | 0 | -2 | 1.1 | . | 0 | 4
O=C(N/N=C/c1ccc(F)cc1)c1cc[n+]([O-])cc1 | -3 | -4 | -6 | -7 | -4 | 0.4 | -2 | 5 | 0
Cc1csc(/C(C#N)=N/O)n1 | -30 | -2 | -1 | -22 | -3 | -0.2 | 3 | 5 | 2
COc1ccccc1/C=C/CN1CCN(Cc2ccc(C)o2)C(CCO)C1 (stereo not drawn) | 1 | -10 | -11 | -8 | -1 | 0.1 | -9 | -4 | 1
O=C(C=C1SCCS1)/C=C/c1ccco1 | -7 | -4 | -9 | -7 | -3 | 0.5 | -1 | 7 | 2
COc1ccc(N2CC(O)(c3ccc(F)cc3)[N+]3=C2CCCC3)cc1 (stereo not drawn) | 47* | -9 | -2 | 2 | 6 | -0.1 | -3 | -23 | 0
CCOc1ccc(N/C(C)=C/C(=O)c2ccc3c(c2)OCCO3)cc1 | -17 | -4 | -16 | 1 | 2 | 0.5 | -3 | 16 | 2
Cc1ccc(NC(=O)Cn2c(=O)ccn(Cc3ccccc3)c2=O)cc1S(=O)(=O)N1CCOCC1 | -10 | -4 | . | -7 | -3 | 0.1 | . | 15 | 2
CCOC(=O)C1(C)CCCCCN1C(=O)c1ccc(C(=O)OC)cc1 (stereo not drawn) | -22 | -2 | . | -21 | -17 | 0.4 | . | 9 | 1
Cc1cccc(C(=O)NCCC(=O)Nc2ccc(F)c([N+](=O)[O-])c2)c1 | -17 | 0 | -18 | 21 | 7 | 6.1 | -6 | 14 | 6
COc1ccc(C2C(C(=O)Nc3ccccn3)=C(C)Nc3ncnn32)c(OC)c1 (stereo not drawn) | -7 | -2 | -9 | 4 | -5 | -0.3 | 3 | 4 | 1
CCc1ccccc1-n1nnc(-c2ccccc2)n1 | -13 | -8 | -6 | -5 | -7 | 0.2 | -16 | 4 | 0
CCCCN1CC(O)=C(c2nc3ccccc3[nH]2)C1=N | 2 | -3 | -16 | 2 | 0 | 2.3 | -11 | 3 | 1
N#Cc1ccc(CN2CCN(C(=O)c3ccccc3)CC2)c(Cl)c1 | -9 | -6 | -6 | -7 | -5 | 0.7 | -4 | 6 | 1
Cn1nnnc1NN=Cc1ccccc1 | -5 | -3 | . | -6 | -2 | 0.1 | . | 4 | 0
CN(C)CCCNC(=O)c1cc2sc3ccccc3c2s1 | 5 | -11 | -4 | 9 | 11 | 0.0 | -9 | -3 | 1
NC(=O)c1c(NC(=O)CSc2nc3c(c(C(F)(F)F)n2)CCc2ccccc2-3)sc2c1CCCC2 | 13 | -1 | -9 | -15 | -2 | 1.1 | 0 | -3 | 1
Cc1cc(S(=O)(=O)Nc2cccnc2)c(Cl)cc1Cl | -9 | 4 | 2 | -3 | -12 | 0.1 | -11 | 20 | 0
CCCc1cc(=O)n2[nH]c(-c3ccc(C)cc3)cc2n1 | -1 | -4 | 1 | -7 | -10 | -0.5 | -13 | 0 | 0
COc1cccc(NC(=O)C2(C)CCN2C(=O)CCC2CCCC2)c1 (stereo not drawn) | -2 | 0 | . | 3 | -9 | -0.1 | . | 19 | 1
O=CNC1c2ccccc2CCc2ccccc21 | -23 | 2 | . | -4 | 2 | 0.9 | . | 17 | 0
CCOc1ccc(C2SCC(=O)N2c2c(C)n(C)n(-c3ccccc3)c2=O)cc1 (stereo not drawn) | 2 | -4 | -13 | -1 | 8 | 0.7 | -26 | 5 | 0
COc1ccc(-c2ccc(CN3C(C(C)C)C(=O)N(Cc4cn(CCC5OCCO5)nn4)CCS3(=O)=O)cc2)cc1 (stereo not drawn) | -8 | -4 | . | -1 | -5 | 1.3 | . | 5 | 7
Cn1cccc1/C=N/NC(=O)c1cccnc1 | -8 | -2 | -11 | -20 | 5 | 0.4 | 0 | 9 | 0
CCCCCCC(=O)Nc1cc2c(C)cc(=O)oc2cc1C | 9 | 0 | -21 | 0 | 2 | 0.2 | -10 | 2 | 1
CCC(Sc1nc(=O)cc(N)n1CCc1ccccc1)C(=O)Nc1cc(C)on1 (stereo not drawn) | -14 | -3 | -12 | -2 | -11 | 0.2 | 1 | 9 | 0

In the list so far, 2 contain a COOH group.
SMILES | CHRM1 antagonist | M1 ag | CHO parental Ca | CHO-K1 Ca antag | CHRM4 antagonist | CHO-K1 Ca ag | OXTR potentiate | CHRM1 PAM | M4 ag
O=C(O)CSc1nc(-c2ccccc2)cc(=O)[nH]1 | -2 | -4 | -4 | -6 | 7 | 0.3 | 9 | 4 | 1
O=C(N[C@@H](Cc1ccc(O)cc1)C(=O)O)C(c1ccccc1)c1ccccc1 | 25 | -2 | -1 | 4 | 0 | 0.5 | 2 | -9 | 2

Continuation.
SMILES | CHRM1 antagonist | M1 ag | CHO parental Ca | CHO-K1 Ca antag | CHRM4 antagonist | CHO-K1 Ca ag | OXTR potentiate | CHRM1 PAM | M4 ag
O=C(NC1CCN(Cc2ccccc2)C1)c1cc(S(=O)(=O)N2CCOCC2)ccc1Cl (stereo not drawn) | -2 | -8 | -30 | -12 | 4 | 0.8 | -4 | 4 | 1
CCOC(=O)N1CCC2(CC1)CC(=O)c1cc(O)ccc1O2 | -4 | -1 | -9 | -6 | -16 | -0.2 | -7 | -1 | 0
COc1ccc([C@H]2CC(=O)C=C(c3ccc4[nH]ccc4c3)C2)cc1OC | -3 | 0 | -19 | -10 | 0 | 2.9 | -8 | -2 | 13
CCCc1nnc(NC(=O)CCC(=O)N2CCN(c3nc(C)cc(C)n3)CC2)s1 | -10 | -4 | -4 | -4 | -9 | 0.9 | -7 | 7 | 0
O=C(NCCc1ccccc1)C1CCCN(c2cnccn2)C1 (stereo not drawn) | 2 | -2 | -9 | -10 | 6 | 0.8 | -4 | 4 | 1
COc1ccc(N/N=C(C)/C(=N/O)C(=O)Nc2ccccc2)cc1 | 2 | -4 | -9 | -6 | -5 | -0.2 | 1 | -1 | 2
Cc1ccc(-n2nnnc2-c2nc3ccccc3s2)cc1 | -5 | -11 | -6 | 0 | 11 | 0.4 | -7 | 5 | 1
